Compound activity as filed in PubChem.
BAZ2B inh: BAZ2B (human) inhibition; Q9UIF8; AlphaScreen BAZ2B-H3K14Ac peptide displacement; Potency, µM (titrated, usually from 114 µM), for the others: at the highest dose activity change, negative = inhibition, most hits filed as inhibitors; 4.4% of 360,000 active; further: on the % scale 0 is the no-effect control and ±100 the full control effect; nearly all actives have a fitted effect of over 60% in size
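BAZ2B 50 nM plus b-H3(5-23)K14Ac 50 nM, PBS pH 7.4/0.01% Tween-20, 30 min RT; compound added (max 110 uM), 30 min RT; streptavidin donor/Ni-chelate acceptor beads 10 ug/mL final, 20 min dark; AlphaScreen read.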
BLM helicase inh: blocks DNA unwinding by human BLM helicase; 0.2% of 350,000 active; AID 2528; Potency, µM (top dose mostly 56.1 µM), for inactives: at the highest dose activity change, negative = inhibition, hits mostly inhibitors; recombinant BLM DNA unwinding, fluorescence dequenching; P54132;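 further: plate controls were vehicle for no effect and no enzyme for full effect; nearly all actives have a fitted effect of over 35% in size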
HP1b chromo inh: inhibitors of HP1-beta chromodomain binding to methylated histone tails. Potency, µM (doses to about 114 µM), without a hit: at the highest dose activity change, negative = inhibition, actives largely listed as inhibitors. P83916. AlphaScreen HP1-beta / biotin-H3K9me3 peptide binding. 0.56% of 390,000 active; further: nearly all actives have a fitted effect of over 70% in size; inactives centre near 23
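Compound inhibition of the preformed complex between 50 nM HP1-beta and 50 nM biotinylated H3K9me3 peptide was read by AlphaScreen. Buffer was PBS pH 7.4 with 0.01% Tween-20. Incubations ran 30 min at room temperature, with 10 ug/mL donor/acceptor beads.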
GLS inhibitor: blocks human kidney-isoform glutaminase activity; O94925; GLS enzymatic activity, qHTS titration; Potency, µM (highest dose often 45.5 µM), for inactives: top-dose activity change, negative = inhibition, most hits filed as inhibitors; 0.21% of 410,000 active; further: on the % scale 0 is the no-effect control and ±100 the full control effect
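Compounds were pin-transferred onto hKGA, after which L-glutamine (1 mM solution) and a detection mix of glutamate oxidase, HRP and Amplex Red were added. Initial and 30 min RT fluorescence reads were collected.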
Tb PGK inh: inhibitors of T. brucei phosphoglycerate kinase | P07378 | PGK/GAPDH coupled, Kinase-Glo luminescence, 60 min | Potency, µM (highest dose often 57.5 µM), for inactives: at the highest dose activity change, negative = inhibition, usual class: inhibitors | 0.043% of 380,000 active | AID 602233; further: on the % scale 0 is the no-effect control and ±100 the full control effect; nearly all actives have a fitted effect of over 60% in size
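Recombinant glycosomal PGK reaction used 1,3-bisphosphoglycerate generated in-well by GAPDH (100nM final) in 100mM TEA pH 7.6, 5mM MgCl2, 0.01% Tween-20. After 60 minutes at room temperature, ATP was read by Kinase-Glo Plus luminescence end-point.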
G9a inh: blocks human histone lysine methyltransferase G9a. Q96KQ7. G9a H3K9 monomethylation, AlphaScreen, 2 h. Potency, µM (titrated, usually from 102 µM), without a hit: top-dose activity, negative = inhibition, hits mostly inhibitors. 8.8% of 350,000 active. AID 504332; further: on the % scale 0 is the no-effect control and ±100 the full control effect; nearly all actives have a fitted effect of over 75% in size
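AlphaScreen detection with an anti-monomethyl H3K9 antibody quantified product after a 2 h room-temperature reaction containing 500 nM biotinylated H3K9 peptide, 20 µM SAM and 20 nM enzyme, which had been preincubated 15 min with compound.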
POLI inh: DNA polymerase iota (human) inhibition; Q9UNA4; Pol iota fluorescent replication assay, 10 min; Potency, µM (top dose mostly 115 µM), for the others: at the highest dose activity, negative = inhibition, usual class: inhibitors; 1% of 390,000 active
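Pol iota at 10 nM preincubated 15 min with compounds at room temperature; reaction started with fluorescent substrate, 50 nM final. Fluorescence read kinetically at 0 and 10 min; buffer-only wells as negative control.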
JMJD2A Tudor: inhibitors of human JMJD2A Tudor domain | Potency, µM (titrated, usually from 114 µM), inactives show at the top dose activity change, negative = inhibition, actives largely listed as inhibitors | AlphaScreen JMJD2A-Tudor / H3K4me3 peptide binding | O75164 | 4.4% of 390,000 active; further: on the % scale 0 is the no-effect control and ±100 the full control effect; nearly all actives have a fitted effect of over 50% in size
Target sequence (O75164 whole entry, looked up, the tested form may be a part): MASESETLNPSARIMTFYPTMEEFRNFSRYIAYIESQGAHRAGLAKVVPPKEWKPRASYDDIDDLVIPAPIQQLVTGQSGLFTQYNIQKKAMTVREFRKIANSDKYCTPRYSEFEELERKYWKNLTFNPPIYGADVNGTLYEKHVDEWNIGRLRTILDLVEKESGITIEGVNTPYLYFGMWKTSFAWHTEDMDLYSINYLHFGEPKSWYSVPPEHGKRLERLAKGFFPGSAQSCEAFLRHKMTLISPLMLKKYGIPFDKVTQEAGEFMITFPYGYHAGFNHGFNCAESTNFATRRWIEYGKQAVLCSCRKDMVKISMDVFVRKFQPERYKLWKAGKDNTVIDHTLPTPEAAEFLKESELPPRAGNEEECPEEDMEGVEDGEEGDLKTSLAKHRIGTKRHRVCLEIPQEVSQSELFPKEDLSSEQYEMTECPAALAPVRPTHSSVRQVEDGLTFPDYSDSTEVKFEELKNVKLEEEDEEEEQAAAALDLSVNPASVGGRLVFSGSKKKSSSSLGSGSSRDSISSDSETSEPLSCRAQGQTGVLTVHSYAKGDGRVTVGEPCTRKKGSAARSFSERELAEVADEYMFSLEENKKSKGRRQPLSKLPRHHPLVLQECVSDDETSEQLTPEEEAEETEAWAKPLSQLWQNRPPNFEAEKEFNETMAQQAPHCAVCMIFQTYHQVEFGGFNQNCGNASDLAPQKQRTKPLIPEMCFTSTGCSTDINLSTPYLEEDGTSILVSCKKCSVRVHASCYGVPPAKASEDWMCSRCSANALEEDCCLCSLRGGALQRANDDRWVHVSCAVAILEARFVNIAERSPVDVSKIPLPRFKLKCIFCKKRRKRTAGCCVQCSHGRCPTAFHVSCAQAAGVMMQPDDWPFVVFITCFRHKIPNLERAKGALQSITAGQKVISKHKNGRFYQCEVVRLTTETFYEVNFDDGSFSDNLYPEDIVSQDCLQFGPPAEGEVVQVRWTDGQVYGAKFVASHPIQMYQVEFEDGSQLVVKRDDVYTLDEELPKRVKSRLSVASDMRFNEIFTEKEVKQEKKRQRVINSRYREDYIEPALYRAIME
Pin1 inh: blocks the human prolyl isomerase Pin1 | Potency, µM (series often up to 115 µM), without a hit: at the highest dose activity, negative = inhibition, usual class: inhibitors | Q13526 | AID 504891 | Pin1 FP peptide displacement, HiFluor488, 10 min | 0.009% of 390,000 active; active means well fitted inhibition curve with a large enough effect in the polarisation, with a control signal flat, not every such curve was filed as active; inconclusive means small, poorly fitted or top-dose-only effect, or effect the other way, or a change in a side signal; inactive means no such curve, though single readings can be large or run the other way; the % refers to the polarisation; further: on the % scale 0 is the no-effect control and ±100 the full control effect
* marks the source's active call; other numbers are inactive results; i = inactive; ? = inconclusive; . = no result given; [ ] = remark or other dose. Unless noted, the call rests on the fitted dose curve; in most records, active means well fitted curve in the direction sought with a large enough effect; inconclusive means small, poorly fitted or top-dose-only effect, or another doubt; inactive means no such curve, though single readings can be large; an effect the other way counts as inactive or inconclusive. Potency means the concentration at half of the fitted maximal effect. These rows are one share of the data. The share of hits here may be higher or lower than overall.

BAZ2B inh | BLM helicase inh | HP1b chromo inh | GLS inhibitor | Tb PGK inh | G9a inh | POLI inh | JMJD2A Tudor | Pin1 inh | SMILES
-7% | 1% | 40%[activator] | -12% | -5% | -5% | -5% | -7%[11.4 µM] | 0% | O=C(CSCc1ccc(C(=O)O)cc1)Nc1ccc2ccccc2c1
-34% | 1% | -19% | 7% | -9% | -16%[2.33 µM] | 25% | -34% | -2% | O=S(=O)(c1cnccc1N1CCN(/N=C/c2ccc(Cl)cc2)CC1)N1CCCCC1
-19% | -2% | 48%[activator] | -8% | -5% | 15%[12.7 µM] | 5% | -10% | 8% | O=C(NCc1nc2ccccc2[nH]1)C1=C[C@H](C2CCCCC2)C[C@H](OCc2ccc(CO)cc2)O1
-27% | -1% | 25% | -1% | i | -5% | -17% | -1% | 6% | O=C1CC(c2ccccc2)CN1C(=O)c1ccccc1 (stereo unspecified)
0% | -4% | 32% | -7% | -6% | 22% | 27% | -4% | -1% | COc1ccc(N(CC(=O)NC2CCCCC2)C(=O)CNC(=O)c2cccs2)cc1OC
-19% | 0% | 22% | 0% | -7% | -3% | -16% | -7% | 0% | Cn1c(C(=O)OC(C(=O)NCC2CCCO2)c2cccnc2)cc2sccc21 (stereo unspecified)
? | -6% | -21% | 21% | 3% | -18% | 22% | 29% | 0% | CC1CCN(c2ccccc2NC(=O)c2ccc(Br)o2)CC1
-16% | -4% | 12% | 6% | -3% | 45µM* | ? | -14% | -5% | O=C1SCCC1NS(=O)(=O)c1ccccc1[N+](=O)[O-] (stereo unspecified)
-8% | -3% | 24% | 8% | i | -1%[59 µM] | 63%[activator] | -13% | 39%[activator] | COc1ccc(OC)c(CNC(=O)c2cc(-c3ccc(Cl)s3)nc3ccccc23)c1
-23% | -7% | 11% | 1% | 0% | -36%[59 µM] | 13% | ? | 46%[activator] | COc1cccc(CNC(=O)c2ccc3c(c2)c(C)c(C)n3Cc2ccccc2)c1OC
. | . | 32% | 1% | 1% | . | -13% | -18% | 12% | C[C@H]1CN([C@@H](C)CO)C(=O)c2cccc(NC(=O)c3cnccn3)c2O[C@@H]1CN(C)S(=O)(=O)c1ccc(F)cc1
-38% | . | 4% | 0% | -5% | 5%[2.33 µM] | 8% | ? | ? | CCSc1ccc([C@@H]2[C@H]3C(=O)N(CC)C(=O)[C@H]3[C@]3(C(=O)OC)CCCCN23)cc1
7% | -5% | 71%[activator] | 0% | 8% | 8% | 63%[activator] | 19% | 4% | O=C(Nc1ccc(Cl)c(Cl)c1)N1N=CCC1c1ccccc1 (stereo unspecified)
-35% | -2% | -21% | -20% | i | -7% | 9% | -3% | -4% | COc1ccc(C(C(=O)NC(C)(C)C)N(C(=O)CCC(=O)Nc2cc(C)on2)c2c(C)cccc2C)cc1 (stereo unspecified)
12% | . | 10% | 2% | -6% | -33% | 71%[activator] | -16% | 14% | COc1ccccc1/C=C/C(=O)OCC(=O)N1CCN(S(=O)(=O)c2ccc(C)cc2C)CC1
9% | -6% | 10% | 17% | -1% | -6%[59 µM] | -1% | -23%[57.1 µM] | 55%[activator] | COC(=O)c1sccc1NC(=O)CSc1ccccc1NS(=O)(=O)c1ccccc1Cl
-2% | -1% | 11% | 1% | i | 0% | 2% | 89µM* | 3% | COc1cc(/C=N\NC(=O)c2ccc(-c3ccccc3)cc2)ccc1OCC(N)=O
-24% | -8% | 7% | 2% | 6% | 20%[12.7 µM] | 116%[activator] | -21% | 1% | COc1cc(NC(=O)c2ccc(F)cc2)c(OC)cc1NC(=O)CN1CCOCC1
-5% | -1% | 22% | 12% | -7% | 14% | -5% | -19% | -6% | COc1ccccc1NS(=O)(=O)c1ccc(C)c(C(=O)NCC2CCCO2)c1 (stereo unspecified)
. | . | ? | -10% | -9% | . | ? | 50µM* | -1% | Cn1c(SSc2ccc(-c3cccnc3)n2C)ccc1-c1cccnc1
-1% | -4% | 34% | -1% | 2% | -23%[59 µM] | -6% | -6% | -3% | COc1ccc(N2CCN(c3ccc(-c4nc(-c5ccccc5C)no4)cc3[N+](=O)[O-])CC2)cc1
-2% | 0% | 53%[activator] | -5% | i | -1% | 79%[activator] | -7% | -4% | O=C(Nc1ccnc(-c2ccncc2)n1)c1cccs1
32% | -4% | 118%[activator] | 1% | -9% | -12%[2.33 µM] | 8% | 29% | -6% | CC(=O)n1nc(-c2ccccc2)nc1NCc1ccc(F)cc1
8% | -6% | 21% | 2% | -10% | 5% | 33%[activator] | 13% | -9% | COC(=O)C(C)Sc1nc2ccsc2c(=O)n1Cc1ccccc1 (stereo unspecified)
-25% | -2% | 9% | 0% | -2% | -42% | 39%[activator] | ? | -2% | O=C(Nc1nccs1)c1ccc(S(=O)(=O)N2CCOCC2)cc1
0% | -2% | 26% | -1% | -7% | ? | 15% | -9% | -11% | COc1ccc(CN2CCNC(=O)C2CC(=O)N2CCCCO2)cc1OC (stereo unspecified)
-33% | -3% | 38% | 20% | -9% | 3% | -14% | -12% | 1% | COc1ccc(/C=N/NC(=O)c2ccc(NC(=O)C3CCCCC3)cc2)cc1O
-5%[57.1 µM] | 1% | 67%[activator] | -4% | -3% | . | 35%[activator] | -10% | -8% | CCCCc1cc(=O)oc2cc(OC(C)C(=O)NCC3CCC(C(=O)O)CC3)c(Cl)cc12 (stereo unspecified)
-26% | -3% | 23% | 13% | i | ? | 77%[activator] | -9% | -3% | O=C(N/N=C/c1ccc(N2CCOCC2)s1)c1ccccc1Br
? | 0% | 40%[activator] | -6% | 5% | -1% | -14% | 3% | -7% | Cc1cc(Cl)ccc1NC(=S)N1CCN(Cc2ccc3c(c2)OCO3)CC1
? | -7% | 39% | -3% | -4% | . | -5% | -34% | -3% | Cc1noc(NS(=O)(=O)c2ccc(NC(=O)Cc3ccc([N+](=O)[O-])cc3)cc2)c1C
-1% | -1% | 12% | -2% | -9% | 4% | 83%[activator] | -8% | 18% | Fc1ccc2nc3n(c2c1F)CCCCCC3
7% | -1% | 18% | 2% | -1% | 25%[59 µM] | 19% | -11%[57.1 µM] | 1% | CCOC(=O)c1cc(-c2ccccc2)n(CC(=O)Nc2ccc(OCC)cc2)c1C
. | . | 89%[activator] | -2% | -8% | . | ? | 89µM* | -6% | CC(C)C[C@@H](CN)NC(=O)c1nc[nH]c1C(=O)N[C@@H](CC(=O)O)C(=O)CNC[C@H](C)NC(=O)c1nc[nH]c1C(=O)N[C@@H](CC(=O)O)C(=O)O
5% | -6% | 11% | 0% | 5% | -4%[59 µM] | -19% | -24% | 26% | NC1=NC(=O)/C(=C/c2ccccc2OS(=O)(=O)c2ccc3ccccc3c2)S1
3% | 1% | 26% | -5% | -6% | ? | 86%[activator] | -6% | 1% | CC(C)CCN1CCN(Cc2nc(-c3ccc(F)cc3)cs2)CC1CCO (stereo unspecified)
-1% | -5% | 25% | 2% | -4% | 25%[59 µM] | 7% | -16% | 0% | O=C(ON=C1CCN(S(=O)(=O)c2ccccc2)CC1)c1ccc(Cl)cc1
-18% | -1% | 15% | -4% | i | ? | 44%[activator] | -20% | 5% | O=C(NCCC(=O)N1CCC2(CC1)NCCc1[nH]cnc12)c1cccc(Br)c1
2% | -3% | 37% | 3% | -1% | -1%[59 µM] | 6% | -3% | -6% | Cc1[nH]c2ccccc2c1C(c1ccccc1)c1cccs1 (stereo unspecified)
. | . | 6% | 8% | -2% | . | 5% | -21% | 3% | Nc1c(Br)cc(Br)c2c1-c1ccc([N+](=O)[O-])cc1C2
1% | -11% | 30%[activator] | -2% | -2% | 9%[59 µM] | 15% | -3% | -6% | Cc1ccc(-c2noc(CN(C(=O)c3ccc(C(C)(C)C)cc3)C(C)C)n2)cc1
4% | -2% | 60%[activator] | -4% | -3% | 45µM* | 10% | -11% | -1% | COc1ccc(OC)c(-c2nnc(SCC(=O)NC3CCCCC3)o2)c1
-13% | -9% | 10% | 3% | -3% | 7% | 41%[activator] | -18% | -9% | Cc1ccc(C(=O)NCC(=O)Nc2cccc(S(=O)(=O)NC3=NCCCCC3)c2)cc1C
5% | 0% | -7% | 6% | i | 4%[59 µM] | -6% | -20% | -6% | CSc1nc2[nH]c3c(c2c2nncn12)CC(C)(C)OC3
-21% | 0% | 22% | 27% | -10% | ? | 50%[activator] | -18% | 7% | O=[N+]([O-])c1cc([N+](=O)[O-])c2nonc2c1Nc1ccccc1O
147%[activator] | -5% | 177%[activator] | 2% | -5% | 231%[activator] | 36%[activator] | 151%[activator] | -9% | O=C(CCc1ccccc1)OCCOC(=O)CCc1ccccc1
-4% | 2% | 15% | 25% | -11% | 7%[12.7 µM] | 18% | -11% | 20% | Nc1nc(SCc2nc3scc(-c4ccccc4)c3c(=O)[nH]2)n[nH]1
-2% | -4% | 48%[activator] | -12% | 1% | 28% | -9% | 4% | 0% | CC(C)Oc1cccc(C(=O)C2CCCN(C(=O)c3noc4c3CCCC4)C2)c1 (stereo unspecified)

Of the compounds above, six have an NH in an aromatic ring:
BAZ2B inh | BLM helicase inh | HP1b chromo inh | GLS inhibitor | Tb PGK inh | G9a inh | POLI inh | JMJD2A Tudor | Pin1 inh | SMILES
-19% | -2% | 48%[activator] | -8% | -5% | 15%[12.7 µM] | 5% | -10% | 8% | O=C(NCc1nc2ccccc2[nH]1)C1=C[C@H](C2CCCCC2)C[C@H](OCc2ccc(CO)cc2)O1
. | . | 89%[activator] | -2% | -8% | . | ? | 89µM* | -6% | CC(C)C[C@@H](CN)NC(=O)c1nc[nH]c1C(=O)N[C@@H](CC(=O)O)C(=O)CNC[C@H](C)NC(=O)c1nc[nH]c1C(=O)N[C@@H](CC(=O)O)C(=O)O
-18% | -1% | 15% | -4% | i | ? | 44%[activator] | -20% | 5% | O=C(NCCC(=O)N1CCC2(CC1)NCCc1[nH]cnc12)c1cccc(Br)c1
2% | -3% | 37% | 3% | -1% | -1%[59 µM] | 6% | -3% | -6% | Cc1[nH]c2ccccc2c1C(c1ccccc1)c1cccs1 (stereo unspecified)
5% | 0% | -7% | 6% | i | 4%[59 µM] | -6% | -20% | -6% | CSc1nc2[nH]c3c(c2c2nncn12)CC(C)(C)OC3
-4% | 2% | 15% | 25% | -11% | 7%[12.7 µM] | 18% | -11% | 20% | Nc1nc(SCc2nc3scc(-c4ccccc4)c3c(=O)[nH]2)n[nH]1
